H37Rv inhibition: M. tuberculosis growth inhibition, HTS (AID 449762); hit rate 0.59% among 330,000; M. tuberculosis H37Rv growth inhibition, 7H9 media; higher % means a stronger effect; one-dose inhibition, % at 25 µM; IC50 in µM for titrated hits; in the data active = a potency from the dose series; inconclusive = inhibition above about 70% without an active follow-up result;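 note: bacterial growth assessed after seven days of incubation; strong numbers were not always called active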
influenza NS1A: H1N1 influenza NS1A inhibitors, functional cell based assay (AID 504329). NS1A functional cell-based assay, percent inhibition; higher % means a stronger effect. inhibition, % at 12.5 µM, or IC50 in µM where a hit was titrated. hit rate 0.3% among 340,000; in the data active = a potency from the dose series; inconclusive = inhibition above about 27% without an active follow-up result; note: strong numbers were not always called active
tuberculosis growth: growth inhibition of non-replicating M. tuberculosis (AID 488890). Mycobacterium tuberculosis non-replicating, growth inhibition; higher % means a stronger effect. inhibition, % at 25 µM, or IC50 in µM where a hit was titrated. hit rate 0.39% among 320,000; in the data active = a potency from the dose series; inconclusive = inhibition mostly from about 82% at the one dose, without a potency; inactive = the rest, 99 in 100 with inhibition below about 76%;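 note: plate controls were DMSO cells for no effect and high antibiotic wells for full effect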
inhibitors of VEEV: inhibitors of VEEV TC-83 cytopathic effect, confirmation, Vero cells (AID 588727) | hit rate 0.13% among 350,000 | Vero cells, VEEV TC-83 cytopathic effect inhibition; higher % means a stronger effect | one-dose inhibition, % at 20 µM; IC50 in µM for titrated hits; in the data active = a potency from the dose series; inconclusive = inhibition mostly from about 14% at the one dose, without a potency; inactive = the rest, 99 in 100 with inhibition below about 12%; note: strong numbers were not always called active
PhoP GFP inhibition: Inhibition of PhoP regulon, Salmonella typhi GFP reporter cells, confirmation, 4 h (AID 1850); inhibition, % at 50 µM; hits with a dose series show IC50 in µM; Salmonella Typhi PhoP-promoter GFP reporter, fluorescence, 4 h; higher % means a stronger effect; hit rate 0.33% among 310,000; in the data active = a potency from the dose series; inconclusive = inhibition mostly from about 25% at the one dose, without a potency; inactive = the rest, 99 in 100 with inhibition below about 19%;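 note: 0% = induced wells with vehicle and 100% = uninduced wells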
inhibitors of VEEV 10K pilot screen: also measured in inhibitors of VEEV; calls as there; inhibition, %; measured here: 10K pilot screen inhibition
* marks the source's active call; other numbers are inactive results; i = inactive; ? = inconclusive; · = not tested or not shown.

SMILES | H37Rv inhibition | influenza NS1A | tuberculosis growth | inhibitors of VEEV | PhoP GFP inhibition | others
N#Cc1ccc(OCC(=O)Nc2cccc(S(=O)(=O)NC3=NCCCCC3)c2)cc1 | -7% | -16% | -3% | 0.8% | -2%
NS(=O)(=O)c1cc(C(=O)OCC(=O)NC2CCCCCCC2)ccc1Cl | · | -5% | · | 1.3% | ·
Cc1ccc(-c2nc3ccccc3n2C)o1 | -10% | -3% | ? | 1.6% | -9%
CN(C)C(=O)O/N=C(\N)COc1ccc(C(C)(C)C)cc1 | 0% | 12% | 64% | 11% | -8%
NC(=O)c1nsnc1-c1ccccc1O | -4% | 22% | -5% | 0.8% | 11%
C=CC(C)(C)c1c(O)c(CC=C(C)C)c(O)c2c(=O)c3ccc(O)c(O)c3oc12 | 4% | 4% | -18% | 0.4% | 4%
Cc1cccc(NC(=O)c2ccccc2-c2ccccc2)c1 | 7% | 5% | 28% | 3.9% | 8%
COc1ccc(C(=O)CCC(=O)Nc2ccc(N3CCN(C)CC3)cc2)cc1OC | -3% | -6% | 0% | 0.1% | ·
O=C(NCCCN1CCOCC1)C1CCN(S(=O)(=O)c2cccc(C(F)(F)F)c2)CC1 | -7% | -2% | 7% | 0.0% | ·
Cc1oc(-c2ccccc2Cl)nc1CS(=O)(=O)CC(=O)NC1CCCC1 | -7% | 33% | -7% | i | -9% | inhibitors of VEEV 10K pilot screen=0.3
Cc1nn(Cc2cccc(C(=O)NC3CCCCC3)c2)c(C)c1Cl | 0% | 7% | 14% | 22% | -4%
COc1ccccc1/C=N/OCc1cc(C(C)=O)ccc1OC | 0% | -6% | 31% | 6.2% | -16%
O=C(C[C@H]1C[C@H](C(=O)N2CCOCC2)[C@@]2(CCC3CCCC3)c3[nH]c4ccc(Cl)cc4c3CCN2C1=O)NCCc1ccccn1 | · | -3% | · | 3.3% | ·
COc1cccc(CNC(=O)CSCc2cnn(-c3ccccc3)c2-n2cccc2)c1OC | -7% | 7% | 32% | 0.1% | -7%
Cc1nc(N)c(C#N)c(-c2ccc3c(c2)OCO3)c1C | 0% | 0% | -8% | 0.7% | 1%
Cc1c(CNC(=O)c2nn3c(c2Cl)NC(c2ccccc2)CC3C(F)(F)F)cnn1C (stereo unspecified) | 4% | -2% | 21% | 1.8% | 5%
O=C1S/C(=C\c2ccc(N3CCOCC3)o2)C(=O)N1Cc1ccc(F)cc1 | -1% | -3% | 3% | 1.2% | 0%
COC(=O)c1ccccc1C(=O)N1CCC(CCC(=O)NC2CC2)CC1 | 6% | -3% | 2% | 1.5% | 0%
COc1ccc(Cl)cc1S(=O)(=O)Nc1noc2ccccc12 | 7% | -13% | 1% | 0.2% | -33%
c1ccc(CN2CCOCCOCCOCC2)cc1 | 4% | -18% | -10% | 0.8% | -9%

Pulled by compound from the entries so far, 5 records:
SMILES | H37Rv inhibition | influenza NS1A | tuberculosis growth | inhibitors of VEEV | PhoP GFP inhibition | others
Cc1nn(Cc2cccc(C(=O)NC3CCCCC3)c2)c(C)c1Cl | 0% | 7% | 14% | 22% | -4%
O=C(NCCCN1CCOCC1)C1CCN(S(=O)(=O)c2cccc(C(F)(F)F)c2)CC1 | -7% | -2% | 7% | 0.0% | ·
COC(=O)c1ccccc1C(=O)N1CCC(CCC(=O)NC2CC2)CC1 | 6% | -3% | 2% | 1.5% | 0%
CN(C)C(=O)O/N=C(\N)COc1ccc(C(C)(C)C)cc1 | 0% | 12% | 64% | 11% | -8%
COc1ccccc1/C=N/OCc1cc(C(C)=O)ccc1OC | 0% | -6% | 31% | 6.2% | -16%

Back to the main list, repeating the 4 entries before the break.
SMILES | H37Rv inhibition | influenza NS1A | tuberculosis growth | inhibitors of VEEV | PhoP GFP inhibition | others
O=C1S/C(=C\c2ccc(N3CCOCC3)o2)C(=O)N1Cc1ccc(F)cc1 | -1% | -3% | 3% | 1.2% | 0%
COC(=O)c1ccccc1C(=O)N1CCC(CCC(=O)NC2CC2)CC1 | 6% | -3% | 2% | 1.5% | 0%
COc1ccc(Cl)cc1S(=O)(=O)Nc1noc2ccccc12 | 7% | -13% | 1% | 0.2% | -33%
c1ccc(CN2CCOCCOCCOCC2)cc1 | 4% | -18% | -10% | 0.8% | -9%
COC(=O)C1=C(c2ccc(F)cc2OCc2ccccc2)C[C@@H]2CC[C@H]1N2C(=O)NCc1ccc(N(C)C)cc1 | -8% | 7% | -6% | 3.5% | · | inhibitors of VEEV 10K pilot screen=3.4
CC(Oc1ccc(Cl)cc1Cl)C(=O)N(C)c1ccccc1 (stereo unspecified) | 11% | -14% | 29% | 0.4% | 4%
Fc1ccc(-n2cc(CNCCc3ccncc3)c(-c3ccccc3Cl)n2)cc1 | 3% | 7% | 47% | i | 3%
CCN(CC)c1ccc(/C=N/n2c(C)nc3ccccc3c2=O)cc1 | 4% | -8% | 9% | 5.1% | -9%
C#CCn1c(=NC(=O)c2ccc(Br)s2)sc2cc(NC(C)=O)ccc21 | 5% | -6% | -4% | i | -7%
COc1ccc(CNC(=O)C2CCCN(S(=O)(=O)c3ccc(-n4cnnn4)cc3)C2)cc1 (stereo unspecified) | -3% | 5% | -7% | 0.3% | 2%
COc1cccc(/C=N/NC(=O)c2[nH]c(C)c(C(=O)N/N=C/c3cccc(OC)c3O)c2C)c1O | 1% | 26% | -15% | 10% | 3%
COc1ccccc1C(=O)N1CCCN(C(=O)c2ccccc2OC)CC1 | -5% | 12% | -7% | 5.5% | 0%
COc1ccc(-c2ccc(OC)c([C@H]3[C@H]4C=CC[C@@H](C)[C@@H]4C(=O)N3Cc3ccccc3)c2)cc1 | 2% | 1% | 19% | 0.1% | -4%
NC(=O)c1ccccc1NC(=O)CCCN1C(=O)CCC1=O | -4% | -2% | 5% | 0.2% | -7%
COc1ccc(NC(=O)CN(C)S(=O)(=O)c2ccc3[nH]c(=O)oc3c2)cc1 | 4% | -4% | 25% | 0.7% | 5%
CC(=O)N1c2ccc(S(=O)(=O)N3CCCCC3)cc2CC1C(=O)NCc1cccc(Cl)c1 (stereo unspecified) | 10% | 6% | 1% | 1.0% | -7%
CCOc1ccc(NC(=O)CSc2nnc(-c3ccccc3)n2N)cc1 | 53% | -8% | 7% | 1.3% | 4%
Cc1cc(Nc2ccccc2)n(-c2ccccc2)n1 | -3% | 1% | · | 1.1% | -1%
CCN(CC)C(=O)Cn1c(=O)n(Cc2ccccc2Cl)c2c1c(=O)n(C)c(=O)n2C | -4% | 9% | 1% | 1.4% | -7%
O=C(O)C1(c2ccccc2)CCC(Nc2ccccc2)C1 (stereo unspecified) | -2% | 1% | 22% | 2.4% | -5%
Nc1cccc(S(=O)(=O)Nc2ccccc2)c1 | 2% | 13% | 10% | 1.2% | -2%
Cc1ccc(C)c(NC(=S)/C(=C(\[O-])c2ccc(OC(F)F)cc2)[n+]2ccccc2)c1 | 2% | -10% | 20% | 0.1% | -1%
COc1ccc(-c2nc(NC(=O)Cn3c(=O)oc4ccccc43)sc2C)cc1 | 3% | 5% | 4% | 0.6% | -14%
O=C(CNS(=O)(=O)c1ccccc1)NNC(=O)C(Cl)Cl | -1% | -7% | -10% | 0.7% | 4%
O=C(COC(=O)C1CCC1)c1c[nH]c2ccccc12 | 2% | -4% | 16% | 0.9% | 1%
CCN(CC)c1ncnc2c1cnn2Cc1ccc(Cl)cc1 | 9% | -4% | 24% | 6.2% | -1%
O=C(NCCS(=O)(=O)N1CCN(c2ccccc2)CC1)C1CC(=O)N(c2ccc(F)cc2)C1 (stereo unspecified) | -5% | -5% | -11% | 1.6% | 1%
CCCCn1c(CN2CCN(c3cccc(Cl)c3)CC2)nc2c1c(=O)n(C)c(=O)n2C | ? | 3% | 40% | i | 6%
CC(=O)Nc1ccc(NC(=O)CS(=O)(=O)c2cn(CC(=O)N3CCCCC3)c3ccccc23)cc1 | -2% | -9% | -10% | 2.7% | -8%
COc1ccc(C(C)(C)C)cc1NC(=O)c1[nH]c(C)c(C(C)=O)c1C | 8% | 0% | 8% | 11% | -21%
NC(=O)c1ccc(NC(=O)C2CC(=O)N(c3ccc4c(c3)OCCO4)C2)cc1 (stereo unspecified) | 2% | -9% | 1% | 1.3% | ·
C=Cc1ccc2c(c1)OCCOCCOCCOCCOCCO2 | -7% | 5% | 13% | i | 17%
CCOc1cc(C(=O)NC(C)CCc2ccccc2)cc(OCC)c1OCC (stereo unspecified) | 0% | 22% | 13% | 0.8% | -3%
O=[N+]([O-])c1ncccc1OCc1ccc(-c2ccccc2)cc1 | 57% | 17% | 62% | 2.7% | 3%
Cc1ccc(S(=O)(=O)N2CCN(C(=O)COC(=O)c3cccnc3Cl)CC2)c(C)c1 | -4% | -1% | 16% | i | ·
CCn1c(SCC(=O)NCc2ccccc2)nnc1-c1cccnc1 | -1% | 1% | 11% | i | 2%
C/C(=C\C=C\c1ccccc1)C(=O)c1c(C)cc(C)[nH]c1=O | 6% | -3% | 12% | 0.9% | 0%
Cc1c(C(=O)O)cc(C(C)(C)C)n1CCSCCO | 4% | 12% | 4% | i | 0%
NS(=O)(=O)c1ccc(Cl)c(S(N)(=O)=O)c1 | · | -2% | · | 0.6% | ·
Cc1cc(C)nc(NS(=O)(=O)c2ccc(NC(=O)Cc3ccccc3)cc2)n1 | 7% | 2% | 3% | 1.7% | -3% | inhibitors of VEEV 10K pilot screen=0.0
COc1cc(/C=C/C(=O)OCC(=O)c2ccc(S(=O)(=O)N3CCCCC3)cc2)cc(OC)c1OC | · | -4% | · | i | ·
Cc1nn(Cc2ccccc2)c(Cl)c1C(=O)NCCc1ccc(Cl)cc1 | 5% | 6% | 6% | i | 8%
Cc1nccn1CC(=O)N/N=C/c1c[nH]c2ccccc12 | -1% | -1% | -3% | 2.2% | 5%
CCCCC(CC)CNC(=O)CN(C)S(=O)(=O)c1cccc2nsnc12 (stereo unspecified) | -8% | 2% | 22% | i | -3%
O=C1CSC(c2ccccc2F)N1c1ccccc1F (stereo unspecified) | 1% | -11% | -2% | i | 6%
O=C(CN1C(=O)c2ccccc2S1(=O)=O)N1CCN(Cc2ccc3c(c2)OCO3)CC1 | -2% | -5% | -1% | 0.9% | 13%
CCn1c(SCC(=O)NC(C)(C)C)nc(O)cc1=O | 9% | 8% | 10% | 5.2% | -2%
CCOC(=O)C(NCCc1ccccc1F)(NC(C)=O)C(F)(F)F (stereo unspecified) | 0% | -3% | 0% | i | -4%
CCOc1ccc(C2NC(=O)C(C#N)=C(S)N2c2cccc(C)c2)cc1OC (stereo unspecified) | -7% | -6% | 32% | i | 1%
Cc1cc2occ(CC(=O)NC3(C)CCS(=O)(=O)C3)c2cc1C (stereo unspecified) | -10% | -1% | -6% | 1.1% | -5%
COc1ccc(N2CCN(C(CNC(=O)c3cccc(Cl)c3)c3cccnc3)CC2)cc1 (stereo unspecified) | -4% | -1% | 20% | 7.3% | 2%
C=CCOc1ccc(C2OC34CCCCC3C(C#N)(C#N)C2(C#N)C(=N)O4)cc1 (stereo unspecified) | 4% | 8% | 19% | 5.5% | -13%
CSCCC(NC(=O)c1ccc([N+](=O)[O-])cc1Cl)C(=O)OCC(=O)NCCCc1ccccc1 (stereo unspecified) | -11% | -6% | 5% | 1.3% | -1%
NC(=NC1CCCCC1)NS(=O)(=O)c1ccccc1 | 0% | -23% | -9% | i | -2%
CC(NCC1COc2ccccc2O1)C1COc2ccccc2O1 (stereo unspecified) | -5% | 13% | -5% | i | 4%
CSCCC(NC(=O)c1ccc([N+](=O)[O-])cc1Cl)C(=O)OCC(=O)NCC(F)(F)F (stereo unspecified) | -12% | -3% | -22% | 1.1% | -5%
CCCCNC(=O)c1ccc(-n2c(=S)[nH]c3ccccc3c2=O)cc1 | 3% | -1% | -9% | 0.1% | -7%
N#CC(C#N)C(c1ccsc1)c1c(-c2ccccc2)[nH][nH]c1=O (stereo unspecified) | -5% | 2% | 10% | 0.5% | 4%
c1ccc2c(c1)CCCN2Cc1nnnn1C1CCCC1 | 4% | 3% | 20% | i | -5%
COc1ccc(OC)c(NC(=O)[C@H]2CC=CC[C@H]2C(=O)O)c1 | -2% | -2% | 6% | 5.5% | -3%
CCCc1nc2nc(C)c(NS(=O)(=O)c3ccc(C4CCCCC4)cc3)c(=O)n2[nH]1 | -8% | -6% | 8% | 1.5% | -3%
CC1(C)C[C@H]2C3=CCC4[C@@]5(C)CC[C@H](O)C(C)(C)C5CC[C@@]4(C)[C@]3(C)[C@@H](O)[C@@H](O)[C@@]2(CO)[C@@H](O)[C@@H]1O (stereo partly specified) | -6% | 0% | 61% | i | · | inhibitors of VEEV 10K pilot screen=0.7
